PAX8 inh HTS: PAX8 transcriptional activity inhibition; RMG-I TPO-luciferase reporter, SteadyGlo, 24 h; inhibition, % at 12.6 µM; 360,000 compounds, 1.2% hits; AID 652154;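 active = mean replicate inhibition at least 60% with every replicate also reaching 60%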;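 also: luciferase light reporting Pax8 driven TPO promoter activity; plate controls were median of neutral control wells for no effect and mitoxantrone controls for full effect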
PGC1a acetyl inh: PGC1a acetylation modulation, inhibitor mode; U2OS PGC1a acetylation, AlphaScreen anti-acetyl-lysine; with virally co-expressed GCN5 acetyltransferase; inhibition, % at 15.6 µM; 350,000 compounds, 0.17% hits;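 active = every replicate shows inhibition of at least 40%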;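 also: 0% = neutral control wells and 100% = positive control wells; some results beyond the cut were filed as inactive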
EWS-Fli inh: inhibitors of EWS/Fli oncoprotein transcriptional activity; A673 NR0B1-luciferase reporter, viability-normalised; inhibition, % at 12.6 µM; 350,000 compounds, 0.67% hits; AID 651661;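 active = mean inhibition of at least 50% after viability correction, with every replicate also passing that limit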;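 also: firefly luciferase signal divided by Alamar Blue viability fluorescence both relative to DMSO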
CASP6 VEID inh: caspase-6 (human) enzyme inhibition; AID 686996; P55212; inhibition, % at 12.5 µM; 350,000 compounds, 0.53% hits; purified caspase-6, Z-VEID-R110 cleavage fluorescence;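 active = mean inhibition across replicates at least about 35%, with every replicate also reaching that limit, limit read from the data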;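 also: 0% = median of neutral control wells and 100% = no fluorescence left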
Target sequence (P55212 24-179 limits assumed): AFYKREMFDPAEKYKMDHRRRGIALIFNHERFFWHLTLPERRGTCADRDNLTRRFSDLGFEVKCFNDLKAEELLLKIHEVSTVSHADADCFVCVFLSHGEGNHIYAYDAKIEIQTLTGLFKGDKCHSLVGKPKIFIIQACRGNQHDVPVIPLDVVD
Target sequence (P55212 194-293 limits assumed): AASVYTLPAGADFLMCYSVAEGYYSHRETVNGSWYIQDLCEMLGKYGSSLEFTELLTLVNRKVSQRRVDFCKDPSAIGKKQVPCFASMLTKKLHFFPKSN
miR122 inh: blocks miR-122 activity in Huh7 sensor cells; activation (reporter increase), % at 12.5 µM; Huh7 miR-122 Renilla luciferase sensor, 48 h; neutral wells = 0, positive control = 100; 340,000 compounds, 0.3% hits;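 active = mean replicate activation score at least 90 and every replicate individually at or above 90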;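 also: higher luciferase means less miR-122 activity so hits act as miR-122 inhibitors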
LGR2 antag: Drosophila LGR2 receptor signaling inhibition; HEK293 LGR2, CRE-luciferase, bursicon-stimulated, 4 h; inhibition, % at 9.99 µM; 380,000 compounds, 0.35% hits; AID 720647;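 active = drop in luminescence signal, shown as inhibition above about 50% in the replicate tests, limit read from the data, passing the limit was not always enough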;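 also: agonist challenge used bursicon conditioned medium at about half maximal strength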
FN deposition inh: fibronectin deposition inhibition | 350,000 compounds, 0.086% hits | inhibition, % at 12.6 µM | AH1F fibroblasts, Alexa488-fibronectin deposition fluorescence, overnight;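 active = mean inhibition across replicates of 30% or more, regardless of how many single replicates reach that level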;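 also: positive control wells lacked labelled fibronectin entirely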
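Material: AH1F fibroblast monolayer depositing Alexa488-labelled fibronectin into matrix / Amount: 10000 AH1F cells per well / Signal: fluorescence 485/525 nm / Medium: DMEM, 2% serum / Compound: single dose, pinned / Incubation: 1 h cell adhesion before compound, then overnight fibronectin incubation / Reagent: Alexa488-FN, 24 nM final / Read-out: inhibition of fibronectin deposition signal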
Cneo AK release: causes C. neoformans cell lysis | 360,000 compounds, 0.2% hits | adenylate kinase release luminescence, 4 h; normalised: neutral wells 0, clomiphene wells 100 | lysis activity, % at 15 µM;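 active = mean lysis activity across replicates of at least 80%, whatever share of replicates individually reach that level; inactive = mean lysis activity below 80%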
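Test system: log-phase Cryptococcus neoformans yeast cells; Quantity: yeast cell density of 5 × 10^6 cells/mL; Buffer or medium: YPD; Doses: single compound concentration per well; Timing: 4 h at 37 °C static, read 1 h later; Measured by: AK luminescence; Read-out basis: lysis from increased AK signal; Control set: Clomiphene as positive control.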
The depositor's hits bear a star; / = not tested or not shown; [ ] = another dose, or the depositor's remark.

molecule | PAX8 inh HTS | PGC1a acetyl inh | EWS-Fli inh | CASP6 VEID inh | miR122 inh | LGR2 antag | FN deposition inh | Cneo AK release
CC(C)NC(=O)N(C)C[C@H]1OCCCC[C@H](C)Oc2ccc(NC(=O)Nc3cccc4ccccc34)cc2C(=O)N([C@@H](C)CO)C[C@H]1C | 12 | 6 | 13 | -2 | -2[16.7 µM] | -2 | -1 | -2
O=c1c2ccccc2nc2c3ccccc3cnn12 | -125 | / | -97 | -5 | -5 | -2 | -5 | /
Cc1ccc(C2(C)NC(=O)N(CC(=O)Nc3cc(S(=O)(=O)N4CCCCC4)ccc3OC(C)C)C2=O)cc1 (configuration not stated) | 16 | -7 | 12 | 2 | 1 | 6 | -11 | 0
O=C(OCCNc1ncc(C(F)(F)F)cc1Cl)c1ccc(S(=O)(=O)N2CCOCC2)cc1 | / | -9 | / | / | 0 | 1 | / | 0
C/C(O)=C(/C=Nc1ccccc1)C(=O)Nc1ccccc1 | 13 | -1 | -4 | -2 | 5 | -24 | -12 | /
Cc1ccc(NC(=S)N(Cc2cccs2)Cc2cc3cc(C)cc(C)c3[nH]c2=O)cc1 | 8 | / | -13 | -3 | / | 5 | -7 | /
CCS(=O)(=O)Nc1ccc2c(c1)C(=O)N(C)C[C@@H](OC)[C@H](C)CN(Cc1nccs1)[C@@H](C)CO2 | / | 1 | -7 | 1 | 1[16.7 µM] | -3 | 3 | -1
Cc1ccc(C(C)C)cc1OCC(=O)N/N=C/c1ccc2c(c1)OCCO2 | -6 | -5 | -3 | -1 | -8 | 16 | 5 | /
CC(=O)Nc1ccccc1OCCCN1CCC(C(O)(c2ccccc2)c2ccccc2)CC1 | -14 | / | 0 | -6 | / | -4 | -7 | /
NC(=O)CCC(NS(=O)(=O)c1ccc(Cl)cc1)C(=O)NCC1CCCCC1 (configuration not stated) | 0 | / | 3 | 1 | / | 1 | -5 | -1
Cc1ccc2c(CC(=O)NCC3(N4CCOCC4)CCCCC3)coc2c1C | -5 | -8 | -1 | 1 | -5 | 2 | 9 | -2
O=C(CS(=O)(=O)c1ccccc1)N(CCCN1CCOCC1)c1nc2c(F)cccc2s1 | -58 | -1 | -46 | 1 | / | 7 | / | -1
C/C(=N\O)c1cc(Cl)cc(Cl)c1O | 30 | -2 | -4 | 1 | -6 | / | 4 | /
Cc1cc(C)c(OCCNCc2ccccc2)c(C)c1 | 11 | 17 | 15 | -2 | 0 | 4 | 9 | -5
COc1ccc(NC(=O)N(C)C[C@H]2OCCCC[C@@H](C)Oc3ccc(NC(=O)CCC(F)(F)F)cc3C(=O)N([C@H](C)CO)C[C@H]2C)cc1 | -15 | -3 | 2 | 1 | 2[16.7 µM] | 4 | / | -3
O=S(=O)(/C=C/c1ccccc1)N1CCN(c2nc(-c3ccccc3)nc3ccccc23)CC1 | -7 | 2 | 7 | -1 | 3 | -24 | -4 | /
O=C(C[C@@H]1C[C@H]2c3cc(NS(=O)(=O)c4ccc(F)cc4)ccc3O[C@H]2[C@@H](CO)O1)NCCc1ccccc1 | 21 | 19 | -10 | 1 | 40[16.7 µM] | 3 | / | -2
O=C1OCCN1CCNCc1cn(-c2ccc(F)cc2)nc1-c1ccccc1Cl | 2 | / | -10 | -4 | / | 14 | 6 | /
COc1ccc(S(=O)(=O)N(C)C[C@H]2Oc3ccc(NC(=O)Nc4ccccc4)cc3CC(=O)N([C@H](C)CO)C[C@@H]2C)cc1 | -27 | -1 | -1 | -3 | -8[16.7 µM] | 36 | / | -1
C[C@@H]1CCCCO[C@@H](CN(C)CC2CCCCC2)[C@@H](C)CN([C@@H](C)CO)C(=O)c2cc(NC(=O)CCC(F)(F)F)ccc2O1 | 1 | -7 | 0 | / | 29[16.7 µM] | -8 | / | -11
CCOc1ccc(NC(=O)CCc2nnc3ccc(N4CCN(C)CC4)nn23)cc1 | 5 | -1 | -1 | -1 | 4 | 8 | 5 | 1
Cc1oc(-c2cccc(Cl)c2)nc1CN1CCCC(C(=O)NCc2ccco2)C1 (configuration not stated) | / | 4 | / | / | 6 | / | -4 | 0
COc1ccc(-c2nn(-c3ccccc3)cc2/C=C2/SC(=S)N(Cc3ccco3)C2=O)c(C)c1 | 4 | / | / | / | 7 | / | -15 | 9
Cc1scc(C(=O)N2CCN(c3ccc(Cl)cc3)CC2)c1C | -12 | 6 | 1 | -3 | -5 | / | -8 | 0
O=C(NCc1cccs1)C1CCCN1C(=O)Nc1cccc(F)c1 (configuration not stated) | -12 | -7 | -1 | -5 | -7 | 9 | -1 | -2

An excerpt of these results, field by field.
O=C(OCCNc1ncc(C(F)(F)F)cc1Cl)c1ccc(S(=O)(=O)N2CCOCC2)cc1
  PAX8 inh HTS = /
  PGC1a acetyl inh = -9
  EWS-Fli inh = /
  CASP6 VEID inh = /
  miR122 inh = 0
  LGR2 antag = 1
  FN deposition inh = /
  Cneo AK release = 0
C/C(O)=C(/C=Nc1ccccc1)C(=O)Nc1ccccc1
  PAX8 inh HTS = 13
  PGC1a acetyl inh = -1
  EWS-Fli inh = -4
  CASP6 VEID inh = -2
  miR122 inh = 5
  LGR2 antag = -24
  FN deposition inh = -12
  Cneo AK release = /
Cc1ccc(NC(=S)N(Cc2cccs2)Cc2cc3cc(C)cc(C)c3[nH]c2=O)cc1
  PAX8 inh HTS = 8
  PGC1a acetyl inh = /
  EWS-Fli inh = -13
  CASP6 VEID inh = -3
  miR122 inh = /
  LGR2 antag = 5
  FN deposition inh = -7
  Cneo AK release = /
CCS(=O)(=O)Nc1ccc2c(c1)C(=O)N(C)C[C@@H](OC)[C@H](C)CN(Cc1nccs1)[C@@H](C)CO2
  PAX8 inh HTS = /
  PGC1a acetyl inh = 1
  EWS-Fli inh = -7
  CASP6 VEID inh = 1
  miR122 inh = 1[16.7 µM]
  LGR2 antag = -3
  FN deposition inh = 3
  Cneo AK release = -1

Compound profiles, as listed above. Order of screens: PAX8 inh HTS | PGC1a acetyl inh | EWS-Fli inh | CASP6 VEID inh | miR122 inh | LGR2 antag | FN deposition inh | Cneo AK release
Entry for O=C(CS(=O)(=O)c1ccccc1)N(CCCN1CCOCC1)c1nc2c(F)cccc2s1 → -58 | -1 | -46 | 1 | / | 7 | / | -1
Entry for O=c1c2ccccc2nc2c3ccccc3cnn12 → -125 | / | -97 | -5 | -5 | -2 | -5 | /

Additional records.
molecule | PAX8 inh HTS | PGC1a acetyl inh | EWS-Fli inh | CASP6 VEID inh | miR122 inh | LGR2 antag | FN deposition inh | Cneo AK release
CCn1c(SCC(=O)N2CCN(C)CC2)nc2c1c(=O)n(C)c(=O)n2C | -24 | 1 | -2 | -6 | -3 | -3 | 6 | 1
C[C@H]1CN([C@@H](C)CO)C(=O)Cc2cc(NS(=O)(=O)c3ccc(Cl)cc3)ccc2O[C@@H]1CN(C)C(=O)NC1CCCCC1 | 0 | -5 | -221 | 0 | -4[16.7 µM] | -5 | 3 | -1
COc1cccc(-n2nc(-c3ccnn3-c3ccccc3)c(=O)n(C)c2=O)c1 | / | 0 | / | / | 0 | -70 | / | -1
COc1ccc(N(CC(=O)NCc2ccc3c(c2)OCO3)S(=O)(=O)c2ccccc2[N+](=O)[O-])c(OC)c1 | -2 | 4 | / | 1 | 15 | -4 | -2 | 3
COc1ccc(CN2CCN(C(=O)CC(C)C)CC2)cc1 | 7 | / | -6 | -2 | 0 | 5 | -2 | 0
Cc1ccc(Cl)cc1NC(=O)C1CCN(S(C)(=O)=O)CC1 | 8 | 0 | -9 | 1 | -4 | -3 | -5 | /
CC(C)C#Cc1ccc2c(c1)O[C@@H](CN(C)C(=O)c1ccncc1)[C@@H](C)CN([C@H](C)CO)S2(=O)=O | 11 | -5 | 10 | 0 | -9[16.7 µM] | -5 | / | 1
CC(C)C(=O)Nc1ccc(-c2nc3ccccc3c(=O)o2)cc1 | 1 | -17 | -5 | 2 | / | 37 | / | -4
Cc1cc(C)c(NC(=O)CNC(=O)Cc2ccc(S(=O)(=O)N3CCOCC3)s2)c(C)c1 | 2 | 4 | 2 | 3 | -14 | -12 | -1 | 0
N#C[C@H]1[C@@H](c2ccc(-c3cccc(F)c3)cc2)[C@@H](CO)N1C(=O)NC1CCCC1 | -6 | -6 | -6 | 0 | / | 13 | 12 | 1
O=C1CCC(C(=O)NCc2cccnc2)N1 (configuration not stated) | 2 | 10 | / | / | -10 | / | 0 | 0
CCNC(=O)[C@@H]1[C@@H](CO)[C@@H]2Cn3c(ccc(/C=C/c4ccccc4)c3=O)[C@H]1N2 | -7 | -10 | 0 | -1 | -2[16.7 µM] | 7 | / | -1
CN(C)Cc1cc(C(C)(C)C)cc(C(C)(C)C)c1O | 3 | 4 | 6 | -1 | / | -25 | 12 | /
COCCNc1ccc([N+](=O)[O-])cc1C(=O)NC1CCCc2ccccc21 (configuration not stated) | 11 | / | 4 | / | / | 9 | 4 | -1
COc1ccc2c(c1)C(=O)N(c1ccc(C)cc1C)C(=O)C2(C)C | 1 | -11 | -2 | 1 | 0 | -4 | 8 | 2
C[C@H]1CN([C@@H](C)CO)S(=O)(=O)c2ccc(Br)cc2O[C@@H]1CN(C)C(=O)c1cnccn1 | / | 8 | -6 | -2 | -4[16.7 µM] | -14 | -7 | 0
CC(C)N1CCN(Cc2cn[nH]c2C2CCCCC2)CC1CCO (configuration not stated) | 8 | -15 | 1 | -12 | -1 | -12 | -5 | /
Cc1ccc(S(=O)(=O)NCc2ccccn2)c(C)c1C | -27 | / | 2 | -5 | 44 | 5 | 1 | -2
COC(=O)C1=C(C)N(Cc2cccc(C(F)(F)F)c2)C(=NCc2ccccc2C(F)(F)F)NC1c1cccc(C(F)(F)F)c1 (configuration not stated) | 2 | / | 15 | -1 | / | 13 | 14 | /
CC(C)Cn1c(N)c(C(=O)COC(=O)c2ccc([N+](=O)[O-])o2)c(=O)n(C)c1=O | 33 | / | 2 | 6 | / | 26 | 13 | /
COc1ccccc1-c1nnc(SCC(=O)Nc2ccc(N3CCOCC3)cc2)n1C | 10 | / | 2 | 5 | / | 6 | -1 | /
CN(C)CCCn1c(N)c(C#N)c2nc3ccccc3nc21 | -13 | 7 | -8 | -11 | -3 | 12 | 0 | 1
CC(=O)Nc1cc(C(F)(F)F)ccc1N1CCOCC1 | / | -6 | -8 | -1 | -5 | 2 | / | 0

Among those listed so far, 2 contain an aryl thioether with sulfur outside any ring.
molecule | PAX8 inh HTS | PGC1a acetyl inh | EWS-Fli inh | CASP6 VEID inh | miR122 inh | LGR2 antag | FN deposition inh | Cneo AK release
CCn1c(SCC(=O)N2CCN(C)CC2)nc2c1c(=O)n(C)c(=O)n2C | -24 | 1 | -2 | -6 | -3 | -3 | 6 | 1
COc1ccccc1-c1nnc(SCC(=O)Nc2ccc(N3CCOCC3)cc2)n1C | 10 | / | 2 | 5 | / | 6 | -1 | /
